Bioassay records as filed in PubChem.
RAD52 inh: blocks human RAD52 DNA annealing | P43351 | recombinant RAD52 DNA annealing, FRET fluorescence | inhibition, % at 18.7 µM | actives 0.46% (n = 360,000) | AID 651710;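 active = every replicate showing at least 50% inhibition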
Target sequence (P43351 whole entry, looked up): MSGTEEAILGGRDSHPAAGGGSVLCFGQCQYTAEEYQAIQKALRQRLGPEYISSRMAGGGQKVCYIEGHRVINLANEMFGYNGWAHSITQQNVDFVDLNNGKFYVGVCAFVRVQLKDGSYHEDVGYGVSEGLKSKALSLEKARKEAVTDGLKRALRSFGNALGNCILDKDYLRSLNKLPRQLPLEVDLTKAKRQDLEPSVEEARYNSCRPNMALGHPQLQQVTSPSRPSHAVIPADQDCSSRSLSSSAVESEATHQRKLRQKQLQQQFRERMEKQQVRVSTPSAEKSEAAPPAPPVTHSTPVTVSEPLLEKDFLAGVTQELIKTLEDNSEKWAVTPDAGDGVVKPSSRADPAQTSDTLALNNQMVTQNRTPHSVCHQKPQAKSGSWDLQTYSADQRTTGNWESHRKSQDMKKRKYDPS
ERAP1 inh: blocks human ERAP1 aminopeptidase activity; recombinant ERAP1, Leu-AMC fluorescence, 60 min; inhibition, % at 10.7 µM; actives 0.15% (n = 340,000);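 active = mean replicate inhibition of at least 30%, or all replicates individually reaching that 30% level; inactive = mean below 30% and not every replicate reaching it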;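 also: 0% = neutral control wells and 100% = L-leucinethiol positive control wells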
E-selectin induc: E-selectin induction on HUVECs; HUVEC E-selectin immunofluorescence imaging; normalized: neutral wells 0, TNF-alpha wells 100; P16581; actives 0.37% (n = 260,000); activation, % at 7.58 µM;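 active = mean E-selectin-positive cell signal at least 10% of the positive control, reached in at least 60% of replicates, without over 20% cell loss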;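 also: in these data hits start at about 27%; measured in HUVEC primary endothelial cells; signal is the percent of cells scored E-selectin positive by PE staining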
Target sequence (P16581 whole entry, looked up): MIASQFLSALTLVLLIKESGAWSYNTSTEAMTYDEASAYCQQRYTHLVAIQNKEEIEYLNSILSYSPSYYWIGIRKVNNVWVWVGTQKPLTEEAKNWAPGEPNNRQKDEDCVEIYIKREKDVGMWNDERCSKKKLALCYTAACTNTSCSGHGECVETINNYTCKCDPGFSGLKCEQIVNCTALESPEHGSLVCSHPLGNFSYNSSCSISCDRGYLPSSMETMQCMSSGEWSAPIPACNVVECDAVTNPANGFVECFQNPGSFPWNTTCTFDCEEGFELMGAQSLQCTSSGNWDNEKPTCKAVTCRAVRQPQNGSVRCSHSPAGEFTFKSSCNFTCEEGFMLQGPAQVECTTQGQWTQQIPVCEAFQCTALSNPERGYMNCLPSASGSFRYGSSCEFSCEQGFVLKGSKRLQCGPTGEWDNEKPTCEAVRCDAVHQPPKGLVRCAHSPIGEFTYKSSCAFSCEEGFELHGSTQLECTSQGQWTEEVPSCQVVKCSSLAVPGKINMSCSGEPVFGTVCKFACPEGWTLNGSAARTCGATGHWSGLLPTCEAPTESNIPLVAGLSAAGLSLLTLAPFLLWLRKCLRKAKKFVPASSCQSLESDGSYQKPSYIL
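Read-out basis: % PE-positive cells; Test system: HUVEC primary endothelial cells; Technique: immunofluorescence imaging; Dosing: single-point compound dose.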
* = called active by the depositor. Some of the compounds tested (hit frequency here may not be typical).

SMILES	RAD52 inh	ERAP1 inh	E-selectin induc
O=C1NC(=Nc2ccccc2)S/C1=C\C=C\c1ccco1	-23.7	11.4	0.2
C[C@@H]1C=CCCO[C@]12C(=O)N(Cc1ccc(F)cc1)c1cccc(Br)c12	-11.2	2.0	-0.2
COc1ccc2c3c(n(C)c2c1)[C@H](CO)N(C(=O)CC1CC1)CC31CN(C(=O)CC2CC2)C1	1.6	4.8	-0.4
O=[N+]([O-])c1ccc(Nc2nc(NCCO)nc(N3CCCC3)n2)cc1	-14.6	7.2	5.2
CCCCCCC(=O)N1C/C=C\C(c2ccc(OC)cc2)N(Cc2ccc(F)cc2)C(=O)[C@H]1Cc1ccccc1 (stereo partly drawn)	-13.5	5.9	0.5
Cc1cc2cc(C)c(NCCNC(=O)c3cccc(F)c3)nc2cc1C	2.2	-1.2	0.2
COC(=O)c1ccc(N2C(c3cc(OC)cc(OC)c3)=Cc3ccc(OC)cc3C2CC(=O)c2ccco2)cc1 (stereo not drawn)	-9.9	-1.0	-0.1
Cc1ccc2nc(SCC(=O)Nc3ccc(F)c([N+](=O)[O-])c3)[nH]c2c1	-11.3	-7.1	0.5
OC(c1ccccc1)C1(c2ccccc2)CCN(Cc2ccccc2)CC1 (stereo not drawn)	0.2	-1.7	0.1
O=C(NNC(=O)c1cccs1)c1ccc(Cl)c([N+](=O)[O-])c1	-9.2	-4.8	-0.9
CC(C)CN(C(=O)COC(=O)/C=C/c1cccs1)c1c(N)n(Cc2ccccc2)c(=O)[nH]c1=O	-7.6	-3.4	0.6
O=C(NCCc1ccc(F)cc1)c1ccc(NS(=O)(=O)c2ccc3[nH]c(=O)[nH]c3c2)cc1	-7.2	0.1	0.6
CC12CCCCC1C(C(N)=O)C(=O)O2 (stereo not drawn)	0.9	1.1	-0.1
CCNC(=S)NNC(=O)CC(C)C	-7.7	-3.5	-0.1
Cc1ccc(/C=C/C(=O)Nc2nn[nH]n2)o1	-48.8	1.4	-1.1
CCOC(=O)c1ccc[n+](CC(=O)Nc2ccccc2OC(F)F)c1	-19.1	5.4	-0.9
CC=Cc1ccc2n(c1=O)C[C@@H]1[C@@H](CO)[C@H](C(=O)NCCCN(C)C)[C@H]2N1C(=O)c1ccccc1 (mixture of isomers)	-8.6	0.5	-0.3
Cc1noc(N)c1C1(O)C(=O)Nc2c(Cl)cc(Cl)cc21 (stereo not drawn)	-11.3	6.2	1.3
c1ccc(-c2ccccc2OCCOCCN2CCNCC2)cc1	7.8	13.2	38.8*
CS(=O)(=O)Oc1ccccc1/C=C1/N=C(c2ccc(F)cc2)OC1=O	-9.4	-5.7	0.7
CN(C)c1ccc(N=Nc2ccc(C(=O)O)cc2)cc1	-36.7	-0.6	0.0
O=C(NCc1ccc(Cl)cc1)c1cccc(NC(=O)c2ccccc2)c1	-11.2	-0.5	-0.1
CCNc1ccc(C(=O)N/N=C/c2c(C)nn(-c3ccccc3)c2N2CCCC2)cc1[N+](=O)[O-]	-7.6	0.3	-0.2
CN1OC[C@@H]2CN3C(=NCCc4ccccc4)Sc4ccccc4[C@@H]3C[C@@H]21	-2.1	0.3	0.3
C[C@@H]1C=CC(=O)O[C@@H]1c1ccc(Cl)cc1	-5.4	2.3	0.2
CCOC(=O)/C=C/c1cccc(C)c1O	-1.3	-4.2	-0.1
CSc1nc2ccc(NC(=O)c3nn(C(C)C)c(=O)c4ccccc34)cc2s1	-19.6	0.4	0.1
O=C(Nc1nc(-c2ccc(F)cc2)cs1)c1cnccn1	-17.6	1.1	1.4
Cc1ccc(O)c(C(=O)c2cnc3onc(-c4ccc(F)cc4)c3c2)c1	-24.8	-2.1	-0.6
Cc1cc(=O)oc2c(C)c(OC(C)C(=O)NCCN3CCOCC3)ccc12 (stereo not drawn)	-5.0	-3.4	-0.4
N#Cc1ccccc1OCC(=O)N1CCc2ccccc2C1	-29.7	0.6	0.3
CC(=O)Nc1ccc(NC(=O)Nc2ccc(C)c(C)c2)cc1	-7.0	1.2	-2.2
CCCNC(=O)N1CCC2(CC1)CN(Cc1cccc(F)c1)[C@@H](CO)c1[nH]c3cc(OC)ccc3c12	-27.4	4.1	-0.4
O=C(Nc1ccc(NC(=O)c2cc3ccccc3o2)cc1)c1ccc2c(c1)OCCO2	-6.6	-3.4	2.7
COc1cccc(C(=O)NCCS(=O)(=O)NCc2ccco2)c1	-12.5	2.7	0.4
COc1ccccc1/C=C/C(=O)NCCC1=CCCCC1	-6.0	-5.6	-7.9
O=C(Cc1ccccc1F)Nc1ccc(SC(F)F)cc1	-7.4	-0.8	0.0
Cc1ccccc1N/N=C/c1ccc(C#N)cc1	-16.6	0.5	0.3
CNC[C@@H]1OCc2ccccc2-c2c(n(C)c3ccccc23)C(=O)N([C@@H](C)CO)C[C@@H]1C	-36.1	-0.2	-0.7
COc1ccc(C(=O)COC(=O)c2nn(C)c(=O)c3ccccc23)c(OC)c1	-7.6	-2.7	1.4
S=C(Nc1ccc2nsnc2c1)NC1CCCCC1	-32.7	-2.7	0.3
CCOC(=O)C1=CCN(S(=O)(=O)c2cccc(Cl)c2)C1c1ccc(Cl)c(Cl)c1 (stereo not drawn)	-7.4	0.0	-0.2
CNc1ccc(Br)cc1C(O)c1ccccc1 (stereo not drawn)	-11.6	6.5	-0.1
C#CCNC(=O)C[C@@H]1C[C@@]2(C(=O)OC)CC(C)(C)CC=C2N(CCCCCCCC)C1=O	-19.4	-3.0	-0.2
O=CN(Cc1ccccc1)c1cc([N+](=O)[O-])ccc1OCc1ccccc1	-31.7	3.1	1.9
CCNC(=S)N1CCN(CC)CC1	-4.7	-1.3	5.7
CC(C)(C)c1nn2cnnc2n(/N=C/c2cccc3ccccc23)c1=O	6.3	0.1	-0.3
CC(C)(/C=N/NC(=O)CSCc1ccc(Cl)cc1)CCC#N	-19.2	5.6	1.7
CC1Cc2ccccc2N1C(=O)CO/N=C/c1ccc(OC(F)F)cc1 (stereo not drawn)	-16.2	-1.3	-0.1
c1ccc(-c2nnc(CN3CCCCC3)o2)cc1	-13.0	-7.7	0.1
COC(=O)[C@]12C[C@H](CC(=O)NCc3ccc(C)o3)C(=O)N(CCC3=CCCCC3)C1=C[C@H](COCc1ccccc1)O[C@@H]2C	-78.8	0.1	0.0
Cc1ccc(S(=O)(=O)NCCC(=O)N2CCCCCCC2)cc1C	6.3	2.3	-0.8
O=C(NC(=S)NCCN1CCOCC1)c1ccc(F)cc1	-14.5	-2.5	-0.1
Cc1ccc2cccc(OC(=O)c3c(F)cccc3Cl)c2n1	-4.8	4.5	0.1
COc1ccc(NC(=O)CC2SC(=NCC3CCCO3)NC2=O)c([N+](=O)[O-])c1 (stereo not drawn)	-6.3	3.0	0.3
CC(C)c1ccc(C2N3CC4([N+](=O)[O-])CN2CC([N+](=O)[O-])(C3)C4(C)C)cc1 (stereo not drawn)	6.2	1.1	-0.1
CC(=O)c1ccc(NC(=O)CN(C)CC(=O)Nc2cccc(F)c2)cc1	-5.8	-0.7	5.6
COCC(=O)Nc1ccc2c(c1)OC[C@H](C)N(C(C)=O)C[C@H](C)[C@@H](OC)CN(C)C2=O	-21.8	1.9	0.1
O=C(NCc1ccccc1)c1ccc(C(=O)NCc2ccccc2)cc1	-14.1	-3.0	-0.1
O=C(COc1cccnc1[N+](=O)[O-])Nc1ccc(S(=O)(=O)N2CCOCC2)cc1	-9.0	6.8	0.9

(listing goes on)
SMILES	RAD52 inh	ERAP1 inh	E-selectin induc
COc1cc2c(c(OC)c1OC)C1(CCCCC1)CC2NCC=C(C)C (stereo not drawn)	-6.1	-1.0	0.1
Cc1cc(C(=O)NN=Cc2ccc(OC(=O)c3ccco3)cc2)c(C)o1	-20.5	0.1	-0.2
O=C1CCC([N+](=O)[O-])C(c2ccc3c(c2)OCO3)N1 (stereo not drawn)	-8.2	5.6	1.7
O=C1NC(=O)C2C3C=CC(C12)C1C(=O)NC(=O)C31 (stereo not drawn)	-5.2	0.7	0.9
CCCCC[C@@H](C)N1C[C@H](COCc2ccccc2)Oc2cc(N3CCC[C@@H]3COC)ccc2S1(=O)=O	-5.7	0.3	-0.2
O=C(O)/C=C\C(=O)NCc1cccnc1	-35.6	1.2	4.5
CCN(CC)S(=O)(=O)c1ccc(N2CCOCC2)c(NS(=O)(=O)c2ccc(C)cc2)c1	4.0	-2.3	-2.9
COC(=O)C[C@H]1C=C[C@@H](NC(=O)NC2CCCCC2)[C@@H](CO)O1	-13.5	-0.1	-0.2
CSCCC(NC(=O)C1CCC(C)CC1)C(=O)OCC(=O)c1ccc(Cl)cc1 (stereo not drawn)	-23.1	-2.0	-1.9
O=C(c1cc(S(=O)(=O)N2CCN(c3ccccc3)CC2)ccc1Cl)N1CCCCCCC1	-0.6	-1.7	1.3
COc1ccc(OC(=O)CCc2c[nH]c3ccccc23)cc1	-3.1	7.8	-0.1
CCOC(=O)CNC(=O)CNC(=O)c1nn(-c2ccc(OC)c(Cl)c2)c(=O)c2ccccc12	-7.4	6.5	-0.1

Reformatted: 6 of the compounds above.
SMILES,RAD52 inh,ERAP1 inh,E-selectin induc
CC=Cc1ccc2n(c1=O)C[C@@H]1[C@@H](CO)[C@H](C(=O)NCCCN(C)C)[C@H]2N1C(=O)c1ccccc1 (mixture of isomers),-8.6,0.5,-0.3
Cc1noc(N)c1C1(O)C(=O)Nc2c(Cl)cc(Cl)cc21 (stereo not drawn),-11.3,6.2,1.3
c1ccc(-c2ccccc2OCCOCCN2CCNCC2)cc1,7.8,13.2,38.8*
CS(=O)(=O)Oc1ccccc1/C=C1/N=C(c2ccc(F)cc2)OC1=O,-9.4,-5.7,0.7
CN(C)c1ccc(N=Nc2ccc(C(=O)O)cc2)cc1,-36.7,-0.6,0.0
O=C(NCc1ccc(Cl)cc1)c1cccc(NC(=O)c2ccccc2)c1,-11.2,-0.5,-0.1

Other structures:
SMILES	RAD52 inh	ERAP1 inh	E-selectin induc
COc1ccc(CCN=C(NS(=O)(=O)c2ccc(Cl)cc2)c2ccccc2)cc1	-18.7	-7.1	0.8
O=C(NCc1ccco1)c1cc(NS(=O)(=O)c2cccc([N+](=O)[O-])c2)ccc1O	-2.1	3.8	0.9
Cc1cc(C=O)c(C)n1-c1ccc(Oc2ccc([N+](=O)[O-])cn2)cc1	-9.2	-2.7	-0.2
Cn1cccc1CC(=O)N/N=C/C(Cl)=C/c1ccccc1	-2.3	1.2	-2.4
COc1ccc(CN(C)Cc2nc3scc(-c4ccccc4)c3c(=O)[nH]2)cc1OC	-6.3	-2.9	-0.1
Cc1cccc(NC(=O)c2cc([N+](=O)[O-])ccc2NCC2CCCO2)n1 (stereo not drawn)	-28.6	3.7	0.9
O=C(NCc1csc2ccccc12)Nc1cc(Cl)cc(Cl)c1	-10.6	-1.7	1.4
CCCC(=O)Nc1cccc(-c2nc3ccccc3c(=O)o2)c1	0.4	3.6	-0.5
C[C@@H]1CN([C@H](C)CO)C(=O)CCCn2nncc2CO[C@H]1CN(C)C(=O)CCCN(C)C	-0.1	-6.5	0.0
CC1(C(=O)NCc2ccccc2)CCC(=O)N1C1CCN(Cc2ccccc2)CC1 (stereo not drawn)	-19.4	-0.1	0.0
N#C/C(=C\c1ccc(-c2ccc(F)cc2)o1)C(=O)Nc1nc(-c2cccs2)cs1	-76.3	-2.8	0.5
CCCCn1c(N)c(N(CC)C(=O)/C=C/c2ccco2)c(=O)[nH]c1=O	-21.5	5.4	4.1
Cc1ccc(NC(=O)CSCC(=O)OC(C)C(=O)Nc2ccc(S(N)(=O)=O)cc2)c(C)c1 (stereo not drawn)	4.9	-1.2	3.0
CN(C)c1nccc(NCc2ccccc2)c1C#N	-6.0	-1.7	-0.1
CCC(=O)NCCCCCCCCCNC(=O)CC	-2.5	-0.2	0.0
CC(C)(C)C(=O)NCc1ccc(C(=O)CSc2nnc(-c3ccncc3)n2C2CC2)s1	-19.1	-0.6	0.7
COc1ccc(/C=N/NC(=O)CNC(=O)C2COc3ccccc3O2)cc1OC (stereo not drawn)	-2.0	-0.8	-0.1
Cc1cc(Cl)ccc1OCC(=O)NCCCn1ccnc1	22.4	-3.0	-0.1
COc1ccc2c3c([nH]c2c1)[C@@H](CO)N(C(=O)Nc1ccc(F)cc1)CC31CN(CC2CCOCC2)C1	-2.0	4.1	-0.3
Cn1c(=O)[nH]c(=O)c2c1nc(N1CCOCC1)n2CC(=O)c1ccccc1	-19.9	-3.0	1.9
Cc1cccc(NC(=S)NCCN2CCOCC2)c1	-0.8	1.0	-2.6
Cc1noc(C)c1COc1ccc(C(=O)N2CCN(S(=O)(=O)c3ccc(Cl)cc3)CC2)cc1	-3.3	-0.4	-0.2
CC(C)CCN1C(=O)CSCC1(C)C(=O)Nc1ccc2c(c1)OCCO2 (stereo not drawn)	-3.8	-3.7	0.0
O=S(=O)(c1ccc(C(F)(F)F)cc1)N1CCCc2nc(-c3ccccc3)ccc21	-19.9	0.4	-0.2
O=C(O)C1C=CC(C(=O)O)c2ccccc21 (stereo not drawn)	-3.5	0.9	1.2
COc1ccccc1CCn1cnc(-c2cccc(Br)c2)c1CC(C)C	-14.5	-1.1	-0.2
Cn1c(=O)c2c(ncn2CC(=O)N2CCN(C(=O)c3ccco3)CC2)n(C)c1=O	-10.4	-2.3	2.5
COc1ccc(OCCC(=O)OCC(=O)NCCC2=CCCCC2)cc1	-11.6	-0.3	-0.1
CCC(=O)NC[C@@H]1[C@@H](c2ccc(C3=CCCC3)cc2)[C@@H](CO)N1CC1CCCC1	-53.7	0.1	0.2
CCCCS(=O)(=O)N1CCCc2nc(C)c(C)cc21	-0.6	-3.1	-0.1
Cc1ccccc1C(=O)Nc1cccc(C(=O)N/N=C/c2cc(Cl)cc([N+](=O)[O-])c2O)c1	-16.9	4.4	-1.7
